Source: PubChem
b-catenin transl = beta-catenin nuclear translocation modulation; actives 0.3% (n = 190,000); AID 1665; HeLa beta-catenin nuclear translocation, immunofluorescence imaging; nuclear translocation activity, % at 5 µM;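 active = nuclear translocation activity above 50% at 5 µM, with a well cell count of 50 or more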;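 also: per-cell ratio of nuclear to cytoplasmic median beta-catenin stain intensity; plate controls were DMSO negative control for no effect and GSK-3 inhibitor IX positive control for full effect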
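Signal – beta-catenin immunofluorescence imaging with DAPI · Test system – human HeLa cell line · Dosing – 5 µM primary single dose, 0.1% DMSO, 0.02–20 µM confirmation series · Measure – % activation, nuclear-to-cytoplasmic median beta-catenin signal ratio per cell · Incubation – 24 h compound exposure at 37°C, 5% CO2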
ER stress rescue = rescue of cells from ER stress-induced death, primary screen, 384-well, CSM14.1, thapsigargin, ATP luminescence (AID 1222) | CSM14.1 thapsigargin-induced death rescue, ATP luminescence; higher % means a stronger effect | cellular ATP content (survival), % at 20 µM; hits with a dose series show EC50 in µM | 190,000 tested, under 10 active;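 active = EC50 below 50 µM in the dose-response confirmation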;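 also: death triggered by thapsigargin at about 15 µM added after 2 h compound pretreatment; cell ATP read after overnight thapsigargin exposure of roughly 18 to 22 hours; normalized against plate controls of thapsigargin alone and 5% DMSO vehicle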
Lipid droplet = hepatic lipid droplet formation modulation; AML12 mouse hepatocytes, oleate lipid droplets, BODIPY imaging; inhibition, % at 6.5 µM; actives 0.4% (n = 240,000); AID 1656;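 active = lipid droplet intensity inhibited by at least 50%, with more than 500 cells counted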
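material = mouse AML12 hepatocyte cell line, fixed after treatment | also added = 100 µM oleic acid challenge | doses = compound at 6.5 µM only | schedule = overnight exposure | technique = Image-based BODIPY and DAPI two-channel analysis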
Dynein cargo inh = blocks dynein driven cargo transport along microtubules. 3617.4 mouse cells, GR-EGFP nuclear translocation imaging; test concentration mostly 20 µM; stimulated with dexamethasone, 1 µM; active compounds read low. z-score, hits read low. actives 0.47% (n = 220,000). AID 1381;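 active = plate z-score of nuclear minus cytoplasmic receptor signal below a set negative limit, without overly bright fluorescence or cell loss, cut at about -3.5 in these data, passing the limit was not always enough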;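 also: z-score of nuclear minus cytoplasmic ring GR-EGFP intensity difference per well; some compounds called inactive have numbers as strong as hits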
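medium = tetracycline-free induction medium containing charcoal-stripped FBS | also added = 1.0 µM final dexamethasone stimulus | schedule = 48 h induction, 1 h compound, 30 min dex at 37 °C | technique = fixed, Hoechst-stained cells imaged at 10x for EGFP | measure = GR-EGFP nuclear translocation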
Ins promoter up = MIN6 insulin promoter up-regulation. MIN6 insulin promoter-GFP reporter, high-content imaging; active compounds read high. z-score at 5 µM. actives 0.3% (n = 190,000);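 active = z-score above 3 at 5 µM with at least 500 cells counted in the well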
Autophagy mod = alters autophagy in cells | MEF GFP-LC3 puncta imaging; test concentration mostly 10 µM | calls only at 10 µM (by protocol) | actives 0.98% (n = 190,000) | AID 463193;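 active = percentage of spot-positive cells more than 3 SD above its plate mean, without a fluorescence outlier flag or 80% toxicity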;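 also: spot-positive cell cutoff set from DMSO-treated cells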
WT yeast gro inh = growth inhibition of WT yeast, mitochondrial fusion screen | mitochondrial fusion phenotypic screen, WT strain | inhibition, % at 10 µM | actives 2.1% (n = 190,000); in the data active = inhibition above about 58%; tested in S. cerevisiae
MT stabilizer = stabilizes microtubules in HeLa cells; % tubulin-high responders, % at 10 µM; AID 2205; actives 0.83% (n = 200,000); HeLa tubulin immunostaining HCS, 24 h; share of cells brighter than vehicle mean+2SD;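 active = plate Z-score above 3 for both tubulin-high and condensed-nucleus cell shares, with cell loss under 80%, at 10 µM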;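 also: anti alpha tubulin signal scored within the nucleus-defined area of each cell; some results filed as inactive read as strong as hits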
XIAP displacement = small molecules displacing peptide from XIAP – biochemical, IAP family, fluorescence polarization (AID 1018) | XIAP BIR domain, fluorescence polarization peptide displacement; higher % means a stronger effect | one-dose displacement, % at 20 µM; IC50 in µM for titrated hits | actives 0.007% (n = 200,000); in the data active = displacement above about 50%; also: a part of the inactive calls stands beside numbers as strong as those of hits
WT yeast gro inh mutant strain = second read-out of WT yeast gro inh, no call of its own (marks repeat the call); inhibition, %; mitochondrial fusion phenotypic screen, mutant strain inhibition
Dynein cargo inh cytoplasmic EGFP = second read-out of Dynein cargo inh, no call of its own (marks repeat the call); z-score; measured here: cytoplasmic GR-EGFP intensity; active compounds read high
Dynein cargo inh nuclear GR-EGFP = recorded beside Dynein cargo inh, whose call it bears; z-score; measured here: nuclear GR-EGFP intensity;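 lower value marks the stronger effect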
Dynein cargo inh cell count = also measured in Dynein cargo inh; calls as there; z-score; measured here: cell count per field
Ins promoter up cell count = recorded beside Ins promoter up, whose call it bears; cell count; measured here: cytotoxicity, nuclei count;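 total cells summed across four imaged fields per well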
Lipid droplet cells 6.5 µM = also measured in Lipid droplet; calls as there; cell count; measured here: cell count, cytotoxicity flag;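 cells counted across two imaged fields per well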
b-catenin transl cell count 5 µM = also measured in b-catenin transl; calls as there; cell count; measured here: cell count, cytotoxicity flag
MT stabilizer Hoechst-high % = also measured in MT stabilizer; calls as there; % Hoechst-high responders; measured here: nuclear condensation Hoechst responders;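 share of cells brighter than vehicle mean plus two SD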
MT stabilizer cytotoxicity % = second read-out of MT stabilizer, no call of its own (marks repeat the call); toxicity, %; measured here: cytotoxicity by cell density;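 0% = mean cell density of plate MIN control wells and 100% = no cells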
Autophagy mod cell loss 18 h = also measured in Autophagy mod; calls as there; toxicity, %; measured here: cell loss, nuclei count;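 cell loss after 18 h compound exposure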
* = called active by the depositor; i = inactive; nt = not tested or not shown.

SMILES	b-catenin transl	b-catenin transl cell count 5 µM	ER stress rescue	Lipid droplet	Lipid droplet cells 6.5 µM	Dynein cargo inh	Dynein cargo inh cytoplasmic EGFP	Dynein cargo inh nuclear GR-EGFP	Dynein cargo inh cell count	Ins promoter up	Ins promoter up cell count	Autophagy mod	Autophagy mod cell loss 18 h	WT yeast gro inh	WT yeast gro inh mutant strain	MT stabilizer	MT stabilizer Hoechst-high %	MT stabilizer cytotoxicity %	XIAP displacement
Cc1cccc(NC(NC(=O)c2ccccn2)C(Cl)(Cl)Cl)c1 (stereo not drawn)	-1.1	939	-4.3%	-7	556	-0.9	-0.29	-0.79	0.57	1.9	2243	i	-13	-10	-11	3.6	2.2	7.9	-4.1%
COc1ccc(-n2c(Cc3cccn3C)nnc2SCC(=O)Nc2ccc(F)cc2)cc1	1.5	1025	nt	-32	732	-0.18	-0.082	0.033	-0.72	1.2	1071	i	19	1	-9	1.8	0.9	5.1	-13%
O=C(CCSc1ccccc1)NCc1cccnc1	-2.5	533	-2.2%	23	709	0.87	-0.24	0.6	-0.37	0.34	1137	i	-10	-3	-1	2.6	2.6	9.9	-1.8%
Fc1ccc(Br)cc1/C=N/n1cnnc1	0.2	911	nt	nt	nt	0.72	-0.14	1.1	-1.1	0.36	1160	i	-8	11	16	6.1	1.8	1.3	-2.3%
CN(C)S(=O)(=O)c1cccc(NC(=S)N/N=C/C(=O)c2ccccc2)c1	-0.4	1074	12%	11	707	-1.1	-0.3	-0.87	1	-0.6	1318	i	29	-12	-8	2.7	1.7	2.1	-6.4%
Cc1cccc(C(=O)NNC(=O)c2ccccc2)c1	-3.8	544	2.5%	23	680	-0.35	-0.29	-0.13	-0.38	0.34	1445	i	0	-8	-15	1.5	3.6	7.2	-1.4%
Cc1nn(-c2ccccc2)c(Cl)c1/C=N/Nc1nncc(=O)[nH]1	3.3	1353	nt	7	696	0.53	-0.24	0.27	-0.97	0.01	1067	nt	nt	nt	nt	nt	nt	nt	nt
Cc1cccc(N2CCN(C(=O)C(C)C)CC2)c1C	-5.3	1201	3.0%	-2	786	1.7	-0.19	1.3	-0.61	0.12	818	i	-2	7	51	3.8	2.1	2.3	-5.3%
CCOc1ncccc1C(=O)OCC(=O)c1cc(OC)ccc1OC	-3.0	1090	0.5%	-10	647	-0.49	-0.2	-0.08	0.16	-0.65	1322	i	-13	6	11	1.4	1.5	4.1	-5.9%
CCOc1ccc(NC(=S)NCCCN2CCN(C3CCCCC3)CC2)cc1	-0.2	978	-2.4%	-6	664	0.14	-0.26	-0.073	-0.13	-0.31	1344	i	6	-9	-3	3.1	2.8	4.0	nt
CC(C)NS(=O)(=O)c1ccc(OCC(=O)NCc2ccc3c(c2)OCO3)c(Cl)c1	-1.8	1197	-0.2%	-11	770	-0.34	-0.13	0.039	-0.063	-0.58	1259	i	-7	-22	-10	2.8	1.4	2.0	-20%
CCn1c(COc2ccccc2Cl)nnc1SCC(=O)Nc1ncccc1C	-0.6	1069	2.2%	0	628	-0.8	-0.33	-0.75	0.45	-0.23	1471	i	-2	-2	-12	5.0	2.3	8.1	-4.6%
Cc1ccc(N2CCN(/N=C/c3c(C)nn(-c4ccccc4)c3Cl)CC2)cc1	nt	nt	3.7%	8	620	1.8	-0.27	0.3	-0.68	0.61	1513	i	-4	-17	-6	3.5	3.9	7.4	-0.9%
O=C(COC(=O)c1ccccc1NS(=O)(=O)c1cc([N+](=O)[O-])ccc1Cl)c1ccccc1	-0.4	1557	1.5%	13	710	0.99	-0.34	0.41	-0.95	-0.3	1535	i	-9	9	20	1.8	1.6	4.5	-8.6%
COc1ccc(C=O)cc1Cn1cnc2c(cnn2C)c1=O	-0.4	1206	-1.9%	8	753	0.21	-0.3	-0.0086	0.13	nt	nt	i	2	-2	-2	2.1	1.9	6.3	-5.8%
O=C1/C(=C\c2ccc(O)c(O)c2)N=C2CCCCCN12	3.1	1337	nt	-10	744	-0.74	-0.18	-0.22	0.6	-0.26	912	nt	nt	nt	nt	nt	nt	nt	nt
COc1cc(C#N)ccc1OCC(=O)c1ccc2c(c1)OCCO2	-2.8	1033	1.0%	nt	nt	-0.54	-0.17	-0.26	0.23	0.05	1193	i	-6	-5	0	2.2	1.7	13	-8.0%
c1ccc2c(NCC3CCCO3)nc(N3CCCCC3)nc2c1 (stereo not drawn)	-0.6	1596	0.8%	4	665	-0.59	-0.32	-0.41	1.5	nt	nt	i	9	2	5	1.5	1.5	4.5	-3.5%
CC(C)CC(C(=O)Nc1ccccc1)N1C(=O)C2C3C=CC(C3)C2C1=O (stereo not drawn)	-0.5	1594	-0.5%	nt	nt	-0.14	-0.26	0.12	0.32	-0.05	1439	i	12	-3	6	3.1	2.7	4.3	-1.7%
CCOC(=O)c1oc2cc(O)c(CC)cc2c(=O)c1-c1cscn1	-4.0	1138	-0.1%	7	699	-0.41	-0.31	-0.37	0.13	0.08	1267	i	-4	-10	10	4.9	1.4	8.2	-6.9%
O=c1cnnc(Nc2cccc(F)c2)[nH]1	0.0	1063	0.9%	7	716	-0.49	-0.31	-0.76	-0.62	-0.56	1075	i	19	-13	12	4.9	3.7	10	-5.6%
COc1cccc(CN(C(=O)Cn2nnc(-c3ccccc3F)n2)C(C(=O)NC(C)(C)C)c2ccncc2)c1 (stereo not drawn)	0.2	1032	5.8%	3	707	-0.3	0.34	-0.083	-0.79	-0.81	1470	i	-13	-6	-4	1.7	2.3	8.1	-0.5%
COc1ccc(N2C(N)=C(C#N)C(c3ccsc3)C3=C2CCCC3=O)c(OC)c1 (stereo not drawn)	-2.7	497	-1.0%	-22	651	0.15	-0.14	0.22	-0.68	-0.01	1226	i	11	0	-7	3.3	5.2	6.5	-4.9%
Cc1cc(O)ccc1Nc1nc2ccccc2nc1Nc1ccc(O)cc1C	-3.0	777	-2.2%	nt	nt	0.63	-0.027	0.28	-0.37	-0.74	1477	i	46	5	-5	5.2	3.6	12	6.6%
O=C(C1CCC(CNc2c(N3CCOCC3)c(=O)c2=O)CC1)N1CCN(c2ccccc2)CC1 (stereo not drawn)	-0.5	1102	nt	10	668	0.46	-0.25	0.41	0.51	nt	nt	i	4	-1	-9	2.3	2.6	8.0	-2.5%
CCOC(=O)Cc1csc(NC(=O)c2ccc(S(=O)(=O)N3CCOCC3)cc2)n1	0.6	1059	-0.2%	8	658	-0.18	-0.34	-0.23	-0.23	0.03	1208	i	-4	2	11	4.7	1.1	8.3	-2.9%
COC(=O)c1ccc(C(C(=O)NCc2ccccc2)N(Cc2ccco2)C(=O)c2cnccn2)cc1 (stereo not drawn)	-1.9	954	0.8%	nt	nt	1.9	0.038	1.5	-2.3	-0.83	1442	i	-24	-7	1	6.3	1.5	14	-2.5%
COc1ccc(C(=O)Nc2ncc3c(n2)-c2ccccc2CC3)cc1	nt	nt	1.1%	nt	nt	nt	nt	nt	nt	nt	nt	i	-4	1	-8	3.0	1.7	2.7	-2.3%
Cc1ncc(S(=O)(=O)c2ccccc2)c(-c2ccccc2Cl)n1	nt	nt	-0.9%	-12	833	-0.83	-0.043	-0.58	1.4	0.22	855	i	-7	5	-2	1.3	0.9	9.3	-4.1%
O=S(=O)(CCn1cccc1)CCn1cccc1	5.6	1161	-1.1%	3	751	0.91	0.61	1.1	-1.8	-0.08	1258	i	-2	-10	-9	1.9	0.3	27	-4.6%
O=C(CSC(=S)N1CCOCC1)c1ccccc1	-2.3	1118	-3.6%	-6	712	-0.5	-0.34	-0.39	0.49	0.26	1397	i	-11	-23	-12	2.2	3.4	5.6	-7.3%
COc1cccc(CNc2nc3nc(C)cc(=O)n3[nH]2)c1	-1.7	1074	0.2%	nt	nt	-0.16	-0.16	0.32	-0.49	-0.81	1457	i	-29	1	-9	2.6	1.8	8.7	0.5%
COc1cc(/C=C(\C#N)c2nn(CCO)c(N)c2C#N)cc(OC)c1OC	-1.4	1057	-1.4%	20	707	-1.5	-0.28	-0.55	0.4	-1	1347	i	-9	-6	2	2.8	1.8	0.4	-3.7%
O=C(NCCO)C(F)(F)C(F)(F)C(F)(F)OC(F)(C(=O)NCCO)C(F)(F)F (stereo not drawn)	nt	nt	-0.9%	4	718	-0.055	-0.43	-0.11	0.47	0.45	940	i	4	-9	-10	0.8	1.1	19	-13%
COCCN(CCOC)S(=O)(=O)c1ccc(C(=O)Nc2nc(-c3ccccc3)c(C(=O)c3ccccc3)s2)cc1	2.2	534	-1.6%	4	685	0.54	0.005	0.7	-1.1	0.1	1288	i	-8	6	0	3.4	3.0	2.3	-6.3%
COc1ccccc1NC(=O)c1cccs1	-3.6	990	-0.5%	nt	nt	-0.064	-0.23	0.13	0.35	-0.45	1502	i	-2	nt	nt	2.4	2.4	6.7	0.6%
